Screening results (PubChem BioAssay)
Yeast life ext: extends the lifespan of yeast; AID 775; 0.68% of 130,000 active; S. cerevisiae growth with nicotinamide, OD615; deaD strain in restrictive glucose medium; inhibition of the nicotinamide effect, % at 10 µM;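 active means inhibition above a set limit, placed 3 SD over the median of all compounds, cut at about 26% in these data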;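 further: 0% = nicotinamide-treated wells and 100% = cells grown without nicotinamide; some compounds called inactive have numbers as strong as hits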
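Test system – modified budding yeast, DeaD strain · Compound – single dose 10 µM compound, 0.25% DMSO · Times – culture preincubation 4 h, compound exposure 48 h, both 30 °C · Detection – optical density (absorbance) at 615 nm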
Measles CPE: protection of cells from measles virus; AID 841; Measles virus-infected cells, CPE protection, absorbance; protection (pct of control), % at 4 µM; 1.5% of 140,000 active; in the data active means protection mostly above about 24%, no sharp cut-off; inactive means mostly below about 26%; further: some compounds called inactive have numbers as strong as hits
PTEN del growth: growth suppressors of cells with PTEN tumor suppressor deletion; 1.2% of 140,000 active; viability, % at 10 µM; HCT116 PTEN-null viability, CellTiter-Glo, 60 h; active compounds read low; AID 827;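 active means viability at or below a set limit, 4 SD under the median of all tested compounds, cut at about 3.7% in these data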;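 further: PTEN knockout HCT116 line with beta catenin targeted HCT116 as companion control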
Yeast growth inh: reduces growth of yeast BB579 in restrictive medium; S. cerevisiae BB579 growth, OD615, 48 h; inhibition, % at 10 µM; 0.51% of 140,000 active;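 active means inhibition above a set limit, 3 SD over the mean compound inhibition, cut at about 44% in these data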; further: inactives centre near -24
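System: Saccharomyces cerevisiae DeaD strain BB579, replicative lifespan model yeast. Buffer or medium: restrictive glucose-based CSMM-D medium. Doses: one dose, 10 µM compound with 0.25% DMSO. Timing: 4 h preincubation and 48 h exposure at 30 °C. Detection: turbidity as optical density at 615 nm. Benchmarks: amphotericin B 10 µg/mL, positive.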
HCT116 bCat-KO: beta-catenin-lacking colon tumor cell growth suppression | HCT116 beta-catenin knockout viability, CellTiter-Glo, 60 h; active compounds read low | viability, % at 10 µM | 1.5% of 140,000 active | AID 818;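 active means viability at or under a set limit, the compound median less 4 SD, cut at about 6% in these data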;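 further: 0% = Hyamine 1622 control at 20 µM and 100% = untreated cell control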
GALR2 blocker: GALR2 (human) receptor antagonism; O43603; GALR2-expressing cells, antagonist mode; inhibition, % at 4 µM; 0.39% of 140,000 active; in the data active means inhibition above about 27%;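 further: cells stimulated with galanin 1-16 at roughly its EC80; 0% = agonist challenge control and 100% = basal control without agonist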
Target sequence (O43603 whole entry, looked up): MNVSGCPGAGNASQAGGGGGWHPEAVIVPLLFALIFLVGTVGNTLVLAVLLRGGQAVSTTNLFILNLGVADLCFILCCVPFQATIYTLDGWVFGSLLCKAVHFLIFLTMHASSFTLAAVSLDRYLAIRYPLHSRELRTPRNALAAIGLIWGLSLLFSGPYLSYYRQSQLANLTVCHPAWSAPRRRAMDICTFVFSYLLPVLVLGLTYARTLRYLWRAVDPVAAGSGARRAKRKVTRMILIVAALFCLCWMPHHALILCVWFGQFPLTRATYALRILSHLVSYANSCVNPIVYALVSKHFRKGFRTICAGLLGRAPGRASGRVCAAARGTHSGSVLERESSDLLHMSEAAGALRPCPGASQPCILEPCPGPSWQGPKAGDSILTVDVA
Phagocyt inh: macrophage phagocytosis inhibition; 0.07% of 110,000 active; AID 1029; J774A.1 macrophage IgG-bead phagocytosis, imaging; inhibition, % at 5 µM;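 active means inhibition above the mean of the plate negative controls plus 5 SD, cut at about 13% in these data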;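 further: phagocytic index as fraction of beads internalized from green versus red external bead signal; plate controls were DMSO negative control for no effect and cytochalasin-D positive control for full effect; some results beyond the cut were filed as inactive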
MRP1 act: activators of MRP-1 | H69AR cells + doxorubicin, viability rescue, CellTiter-Glo | viability increase, % at 10 µM | 0.61% of 140,000 active | AID 799;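 active means viability gain under doxorubicin at or above a set limit, the compound median plus 3 SD, cut at about 4.7% in these data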;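 further: MRP-1 overexpressing cells given doxorubicin 25 µM after compound pretreatment; 18-22 h compound pretreatment then 72 h with doxorubicin before readout; 0% = doxorubicin-only wells and 100% = vehicle-treated cells without doxorubicin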
E-sel TNF inh: blocks E-selectin expression induced by TNF alpha. HUVEC TNFa-induced E-selectin immunofluorescence, high content. inhibition, % at 2 µM. AID 1246. 0.71% of 120,000 active;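 active means inhibition above the batch mean plus 3 SD, and confirmed as a hit on visual image review, cut at about 43% in these data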;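 further: 0% = TNF-stimulated DMSO wells and 100% = unstimulated control wells; not every result past the cut was called active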
NPY Y2 blocker: blocks the human neuropeptide Y Y2 receptor; NPY-Y2 expressing cells, antagonist mode; P49146; 0.99% of 140,000 active; inhibition, % at 2.7 µM; in the data active means inhibition above about 17%;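 further: 0% = vehicle with agonist challenge and 100% = reference antagonist with challenge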
Target sequence (P49146 whole entry, looked up): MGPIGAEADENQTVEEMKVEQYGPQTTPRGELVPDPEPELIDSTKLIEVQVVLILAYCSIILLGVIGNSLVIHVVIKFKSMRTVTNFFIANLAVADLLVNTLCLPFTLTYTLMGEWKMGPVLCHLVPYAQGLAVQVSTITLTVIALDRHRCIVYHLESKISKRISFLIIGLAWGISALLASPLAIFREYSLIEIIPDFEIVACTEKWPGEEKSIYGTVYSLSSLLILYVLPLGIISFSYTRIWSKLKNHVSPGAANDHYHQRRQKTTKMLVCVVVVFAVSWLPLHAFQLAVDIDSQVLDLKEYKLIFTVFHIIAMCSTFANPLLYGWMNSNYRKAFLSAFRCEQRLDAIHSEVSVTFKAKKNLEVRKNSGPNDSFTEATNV
An asterisk follows results filed as active.

Results for O=C(NCCCn1ccnc1)c1cc(-c2ccc3c(c2)OCO3)on1 ?
Yeast life ext: -7; Measles CPE: 18; PTEN del growth: 87; Yeast growth inh: 3; HCT116 bCat-KO: 93; GALR2 blocker: -10; Phagocyt inh: 0; MRP1 act: -1.2; E-sel TNF inh: -2; NPY Y2 blocker: 2

Results for Cc1c(C(=O)N2CCOCC2)sc2ncnc(N3CCc4ccccc4C3)c12 ?
Yeast life ext: -4; Measles CPE: 14; PTEN del growth: 80; Yeast growth inh: -22; HCT116 bCat-KO: 93; GALR2 blocker: 3; Phagocyt inh: 1; MRP1 act: -2.5; E-sel TNF inh: -19; NPY Y2 blocker: 0

What do the screens show for `COC(=O)c1ccc(S(=O)(=O)NNC(=O)c2ccc(S(=O)(=O)N3CCCCC3)cc2)cc1`?
Yeast life ext: 2; Measles CPE: 10; PTEN del growth: 92; Yeast growth inh: -37; HCT116 bCat-KO: 84; GALR2 blocker: 1; Phagocyt inh: -7; MRP1 act: 0.2; NPY Y2 blocker: 3

How did CCOC(=O)c1c(C)[nH]c(C(=O)COC(=O)/C=C/c2ccc(OC(F)F)cc2)c1C do in these assays?
Yeast life ext: -1; Measles CPE: 1; PTEN del growth: 101; Yeast growth inh: -39; HCT116 bCat-KO: 95; GALR2 blocker: -10; Phagocyt inh: 3; MRP1 act: -3.6; NPY Y2 blocker: 1

How did CCOc1ccc(NC(=O)N2CCC(c3ccc(C)cc3)C2)cc1 (centres undefined) do in these assays?
Yeast life ext: -5; Measles CPE: 4; PTEN del growth: 82; Yeast growth inh: -20; HCT116 bCat-KO: 88; GALR2 blocker: 5; MRP1 act: 0.0; E-sel TNF inh: -3; NPY Y2 blocker: 2

What do the screens show for `Nc1nc(-c2nc3ccccc3[nH]2)cs1`?
Yeast life ext: -3; Measles CPE: 9; PTEN del growth: 98; Yeast growth inh: -10; HCT116 bCat-KO: 78; GALR2 blocker: 5; Phagocyt inh: 3; MRP1 act: 0.1; E-sel TNF inh: 2; NPY Y2 blocker: 1

What do the screens show for `COc1cc(NC(=O)c2cccs2)c(C(=O)OCC(=O)NC(C)c2ccccc2)cc1OC` (centres undefined)?
Yeast life ext: -11; Measles CPE: 22; PTEN del growth: 88; Yeast growth inh: -18; HCT116 bCat-KO: 84; GALR2 blocker: 4; Phagocyt inh: -1; MRP1 act: -1.6; E-sel TNF inh: 7; NPY Y2 blocker: 3

How did N#CCCn1c(C2CCCCC2)nc2ccccc21 do in these assays?
Yeast life ext: -10; Measles CPE: 30; PTEN del growth: 90; Yeast growth inh: -3; HCT116 bCat-KO: 98; GALR2 blocker: -9; Phagocyt inh: 0; MRP1 act: -2.3; E-sel TNF inh: 18; NPY Y2 blocker: 3

Results for COc1ccc(C2CC(=O)c3cnc(NC(=O)c4ccccc4OC)nc3C2)c(OC)c1 (centres undefined) ?
Yeast life ext: 14; Measles CPE: 4; PTEN del growth: 81; Yeast growth inh: -81; HCT116 bCat-KO: 74; GALR2 blocker: 0; MRP1 act: 0.8; E-sel TNF inh: -14; NPY Y2 blocker: 7

Results for CCOc1ccc(C(=O)OCC(=O)c2c(N)n(C)c(=O)n(C)c2=O)cc1OCC ?
Yeast life ext: 6; Measles CPE: 6; PTEN del growth: 108; Yeast growth inh: -77; HCT116 bCat-KO: 96; GALR2 blocker: -13; Phagocyt inh: 0; MRP1 act: -0.7; E-sel TNF inh: 2; NPY Y2 blocker: 2

How did CCCn1c(-c2ccc(F)cc2)cnc1SCC(=O)O do in these assays?
Yeast life ext: -2; Measles CPE: 3; PTEN del growth: 105; Yeast growth inh: -54; HCT116 bCat-KO: 101; GALR2 blocker: 8; Phagocyt inh: 1; MRP1 act: -1.0; E-sel TNF inh: -3; NPY Y2 blocker: 3

How did O=C(CSc1ncn[nH]1)Nc1ccccc1C(=O)O do in these assays?
Yeast life ext: -5; Measles CPE: 13; PTEN del growth: 99; Yeast growth inh: 5; HCT116 bCat-KO: 97; GALR2 blocker: -3; Phagocyt inh: 0; MRP1 act: -2.1; E-sel TNF inh: -17; NPY Y2 blocker: 5

Results for CCOC(=O)C(NC(C)=O)(Nc1ccc(S(=O)(=O)Nc2cc(C)on2)cc1)C(F)(F)F (centres undefined) ?
Measles CPE: 9; PTEN del growth: 99; Yeast growth inh: -41; HCT116 bCat-KO: 91; GALR2 blocker: -2; MRP1 act: 1.6; E-sel TNF inh: 2; NPY Y2 blocker: -3

How did Cc1ccc(-c2nc(NC(=O)CSc3cc(C)c4ccccc4n3)ns2)cc1 do in these assays?
Yeast life ext: 4; Measles CPE: 3; PTEN del growth: 42; Yeast growth inh: -2; HCT116 bCat-KO: 15; GALR2 blocker: 7; MRP1 act: -3.3; E-sel TNF inh: -40; NPY Y2 blocker: 2

How did COc1ccc(/C=C(\NC(=O)c2ccccc2)C(=O)N/N=C/c2ccncc2)cc1 do in these assays?
Yeast life ext: -36; Measles CPE: 4; PTEN del growth: 98; Yeast growth inh: -10; HCT116 bCat-KO: 95; GALR2 blocker: -3; MRP1 act: -3.1; NPY Y2 blocker: 2

What do the screens show for `CC(=O)Nc1ccc(N/C=C/C(=O)c2ccc(C)o2)cc1`?
Yeast life ext: -13; Measles CPE: 6; PTEN del growth: 95; Yeast growth inh: 3; HCT116 bCat-KO: 108; GALR2 blocker: 2; Phagocyt inh: -1; MRP1 act: -0.4; E-sel TNF inh: -5; NPY Y2 blocker: -5

How did COC(=O)Cc1ccc2sc(-c3ccccc3)nc2c1 do in these assays?
Yeast life ext: -5; Measles CPE: 11; PTEN del growth: 83; Yeast growth inh: -11; HCT116 bCat-KO: 76; GALR2 blocker: 25; Phagocyt inh: -2; MRP1 act: 0.4; NPY Y2 blocker: 4

What do the screens show for `COc1ccc(CC(=O)NNC(=O)c2cnccn2)cc1`?
Yeast life ext: 5; Measles CPE: 24; PTEN del growth: 75; Yeast growth inh: -22; HCT116 bCat-KO: 75; GALR2 blocker: -2; Phagocyt inh: 3; MRP1 act: -1.1; NPY Y2 blocker: 0

Results for Cc1c([N+](=O)[O-])c([N+](=O)[O-])nn1CC(=O)NCCc1ccccc1 ?
Yeast life ext: 3; Measles CPE: 21; PTEN del growth: 86; Yeast growth inh: -29; HCT116 bCat-KO: 90; GALR2 blocker: -6; Phagocyt inh: -2; MRP1 act: -3.2; NPY Y2 blocker: 5

What do the screens show for `CCOC(=O)c1ccc2c(c1)nc(SCC(=O)NC(C)C)n2CC`?
Yeast life ext: -3; Measles CPE: 5; PTEN del growth: 102; Yeast growth inh: -10; HCT116 bCat-KO: 98; GALR2 blocker: 8; Phagocyt inh: -1; MRP1 act: -2.4; E-sel TNF inh: -2; NPY Y2 blocker: 0

Results for CC(C)CN(CC(C)C)c1nnc(N)s1 ?
Yeast life ext: 2; Measles CPE: 28*; PTEN del growth: 91; Yeast growth inh: -15; HCT116 bCat-KO: 92; GALR2 blocker: 3; MRP1 act: -0.3; E-sel TNF inh: -1; NPY Y2 blocker: 0

What do the screens show for `Cc1cc(SC(C)C(=O)Nc2ncc(Cl)cc2Cl)nc2ccccc12` (centres undefined)?
Yeast life ext: 5; Measles CPE: 26*; PTEN del growth: 73; Yeast growth inh: -46; HCT116 bCat-KO: 71; GALR2 blocker: 5; Phagocyt inh: -4; MRP1 act: -1.0; E-sel TNF inh: 1; NPY Y2 blocker: 4

What do the screens show for `CCC(C)NC(=O)N[C@@H](Cc1ccccc1)C(=O)O` (some centres undefined)?
Yeast life ext: -5; Measles CPE: 23; PTEN del growth: 95; Yeast growth inh: -34; HCT116 bCat-KO: 97; GALR2 blocker: 2; Phagocyt inh: -2; MRP1 act: -2.7; NPY Y2 blocker: 2

Results for O=C(CN1C(=O)CSCC1=O)Nc1ccc2c(c1)OCO2 ?
Yeast life ext: -3; Measles CPE: 5; PTEN del growth: 103; Yeast growth inh: -17; HCT116 bCat-KO: 100; GALR2 blocker: 10; Phagocyt inh: -15; MRP1 act: 2.7; NPY Y2 blocker: -1

Results for O=c1cc(/C=C/c2ccccc2)oc2ccccc12 ?
Yeast life ext: -7; Measles CPE: 1; PTEN del growth: 50; Yeast growth inh: 12; HCT116 bCat-KO: 57; GALR2 blocker: 18; Phagocyt inh: -2; MRP1 act: -2.9; E-sel TNF inh: -9; NPY Y2 blocker: 4

How did Cc1cccc(NC(=O)CN(C)S(=O)(=O)c2cccc3nsnc23)c1C do in these assays?
Yeast life ext: 5; Measles CPE: 19; PTEN del growth: 89; Yeast growth inh: -6; HCT116 bCat-KO: 89; GALR2 blocker: -5; MRP1 act: -1.3; NPY Y2 blocker: 2

How did O=C(O)CC(Cc1ccc(Br)cc1)C(=O)O (centres undefined) do in these assays?
Yeast life ext: -7; Measles CPE: 5; PTEN del growth: 94; Yeast growth inh: -14; HCT116 bCat-KO: 86; GALR2 blocker: 15; Phagocyt inh: 1; MRP1 act: -0.9; E-sel TNF inh: -48; NPY Y2 blocker: 2

Results for CSc1cccc(NC(=O)CSc2ncccc2C(=O)Oc2cccc([N+](=O)[O-])c2)c1 ?
Yeast life ext: -4; Measles CPE: 35; PTEN del growth: 80; Yeast growth inh: -26; HCT116 bCat-KO: 89; GALR2 blocker: -1; Phagocyt inh: -4; MRP1 act: -2.9; NPY Y2 blocker: 5

Results for CCOC(=O)c1cc(-c2ccccc2)sc1NC(=S)Nc1cc(C)ccn1 ?
Yeast life ext: -1; Measles CPE: 4; PTEN del growth: 82; Yeast growth inh: -16; HCT116 bCat-KO: 89; GALR2 blocker: -4; MRP1 act: -2.1; E-sel TNF inh: 7; NPY Y2 blocker: 12

Results for CC1CCCN(C(=S)SCC(=O)O)C1 (centres undefined) ?
Yeast life ext: 5; Measles CPE: 4; PTEN del growth: 97; Yeast growth inh: -27; HCT116 bCat-KO: 90; GALR2 blocker: 6; Phagocyt inh: -4; MRP1 act: 1.4; NPY Y2 blocker: 3

What do the screens show for `O=C(CSc1nc2ccccc2o1)c1ccc2c(c1)OCCO2`?
Yeast life ext: -13; Measles CPE: 24; PTEN del growth: 92; Yeast growth inh: -54; HCT116 bCat-KO: 84; GALR2 blocker: -2; MRP1 act: -1.3; E-sel TNF inh: -1; NPY Y2 blocker: 22*

How did CC(C)NS(=O)(=O)c1ccc(OCC(=O)NCc2cccnc2)cc1 do in these assays?
Yeast life ext: -2; Measles CPE: 34; PTEN del growth: 91; Yeast growth inh: -47; HCT116 bCat-KO: 91; GALR2 blocker: -9; Phagocyt inh: -4; MRP1 act: -2.2; E-sel TNF inh: -19; NPY Y2 blocker: -1

What do the screens show for `Cc1csc(-c2cccnc2)n1`?
Yeast life ext: -3; Measles CPE: 3; PTEN del growth: 94; Yeast growth inh: 2; HCT116 bCat-KO: 86; GALR2 blocker: 0; Phagocyt inh: -3; MRP1 act: 1.8; E-sel TNF inh: 5; NPY Y2 blocker: 3
